From PubChem BioAssay
LGR2 inh: Drosophila LGR2 receptor signaling inhibition; AID 720647; hit rate 0.35% among 380,000; inhibition, % at 9.99 µM; HEK293 LGR2, CRE-luciferase, bursicon-stimulated, 4 h;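 active = drop in luminescence signal, shown as inhibition above about 50% in the replicate tests, limit read from the data, passing the limit was not always enough; inconclusive = probably only some replicates passing the limit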;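 also: agonist challenge used bursicon conditioned medium at about half maximal strength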
EWS-Fli inh: blocks EWS/Fli oncoprotein-driven transcription. inhibition, % at 12.6 µM. A673 NR0B1-luciferase reporter, viability-normalised. AID 651661. hit rate 0.67% among 350,000;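 active = mean inhibition of at least 50% after viability correction, with every replicate also passing that limit; inconclusive = mean reaches 50% but only one of two replicates passes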;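 also: firefly luciferase signal divided by Alamar Blue viability fluorescence both relative to DMSO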
Casp6 inh: inhibitors of human caspase-6; AID 686996; P55212; hit rate 0.53% among 350,000; inhibition, % at 12.5 µM; purified caspase-6, Z-VEID-R110 cleavage fluorescence;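 active = mean inhibition across replicates at least about 35%, with every replicate also reaching that limit, limit read from the data; inconclusive = only one of the two criteria met; inactive = neither criterion met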;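 also: 0% = median of neutral control wells and 100% = no fluorescence left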
Target sequence (P55212 24-179 limits assumed): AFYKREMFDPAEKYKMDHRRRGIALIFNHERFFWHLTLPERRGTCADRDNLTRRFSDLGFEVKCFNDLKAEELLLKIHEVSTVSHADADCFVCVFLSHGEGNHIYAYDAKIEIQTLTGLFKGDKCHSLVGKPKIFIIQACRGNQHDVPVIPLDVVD
Target sequence (P55212 194-293 limits assumed): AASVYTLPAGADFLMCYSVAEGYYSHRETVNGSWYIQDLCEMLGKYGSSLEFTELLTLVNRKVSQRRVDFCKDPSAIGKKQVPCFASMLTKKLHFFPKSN
ARNT TACC3 PPI: disruptors of human ARNT/TACC3 interaction; inhibition, % at 9.99 µM; hit rate 0.66% among 390,000; AlphaScreen His-ARNT PAS-B/GST-TACC3 binding, luminescence; TACC3 fragment carries E629A point mutation;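 active = mean inhibition of replicates at least 50% and at least half of replicates each reaching 50%; inconclusive = half or more replicates reach 50% but mean below 50%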;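 also: 0% = complete ARNT plus TACC3 wells and 100% = ARNT alone without TACC3; many hits fall short of the cut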
SIRT5 block: inhibitors of human sirtuin-5 desuccinylase. Q9NXA8. Purified SirT5, succinyl-peptide AMC, trypsin-coupled fluorescence. inhibition, % at 15 µM. hit rate 1.1% among 330,000; in the data active = inhibition above about 15%; inconclusive = no clear call, values can overlap the other calls
Target sequence (Q9NXA8 whole entry, looked up): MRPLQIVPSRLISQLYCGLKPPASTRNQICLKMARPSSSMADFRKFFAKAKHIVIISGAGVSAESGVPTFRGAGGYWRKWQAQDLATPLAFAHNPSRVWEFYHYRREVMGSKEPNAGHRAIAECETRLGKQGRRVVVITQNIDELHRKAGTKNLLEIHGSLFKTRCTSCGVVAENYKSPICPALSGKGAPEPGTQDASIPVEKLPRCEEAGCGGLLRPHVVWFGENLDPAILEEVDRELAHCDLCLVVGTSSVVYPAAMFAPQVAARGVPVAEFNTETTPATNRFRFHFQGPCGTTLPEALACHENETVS
PAX8 inh HTS: lowers PAX8-driven luciferase in RMG-I cells; RMG-I TPO-luciferase reporter, SteadyGlo, 24 h; inhibition, % at 12.6 µM; hit rate 1.2% among 360,000; AID 652154;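 active = mean replicate inhibition at least 60% with every replicate also reaching 60%; inconclusive = only one of the two criteria is met; inactive = mean below 60% and not all replicates reaching 60%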;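 also: luciferase light reporting Pax8 driven TPO promoter activity; plate controls were median of neutral control wells for no effect and mitoxantrone controls for full effect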
DENV2 CPE: inhibitors of DENV2 cytopathic effect | DENV2-infected cells, cytopathic effect rescue, plate reader | CPE inhibition, % at 9.99 µM | hit rate 1.7% among 350,000 | AID 651640; in the data active = CPE inhibition above about 20%, passing the limit was not always enough; inconclusive = no clear call, values can overlap the other calls; tested in BHK-21 cells;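 also: 0% = median of neutral control wells and 100% = median of positive control wells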
An asterisk follows results filed as active; & = joins results of further samples; ! = not confirmed by another sample.

Results for Cc1cccc(NC(=O)CC23CC4CC(C2)CC(n2nnc(C)n2)(C4)C3)c1 ?
LGR2 inh: 3; EWS-Fli inh: -10; Casp6 inh: -3; ARNT TACC3 PPI: 0; SIRT5 block: -3; PAX8 inh HTS: 111*; DENV2 CPE: 3

Results for C[C@@H]1CCCCO[C@@H](CN(C)C(=O)Nc2ccc3c(c2)OCO3)[C@H](C)CN([C@@H](C)CO)C(=O)c2cc(NS(C)(=O)=O)ccc2O1 ?
EWS-Fli inh: -7; Casp6 inh: 2; ARNT TACC3 PPI: 8; SIRT5 block: -2; DENV2 CPE: 3

What do the screens show for `CC(C)(C)C(=O)CSc1ncnc2c1cnn2Cc1ccccc1`?
LGR2 inh: -18; EWS-Fli inh: -13; Casp6 inh: -1; ARNT TACC3 PPI: -2; SIRT5 block: 15*; PAX8 inh HTS: -1; DENV2 CPE: -2

Results for CN(C)CCCNc1nc(-c2ccccc2)nc2ccccc12 ?
LGR2 inh: -13; EWS-Fli inh: -10; Casp6 inh: -98; ARNT TACC3 PPI: -2; SIRT5 block: -5; PAX8 inh HTS: 16; DENV2 CPE: 2

How did O=[N+]([O-])c1c(NCCCO)cc(Sc2nc3ccccc3s2)c2nonc12 do in these assays?
LGR2 inh: 6; Casp6 inh: 12; ARNT TACC3 PPI: 4; SIRT5 block: 1

Results for CCC(=O)N1[C@H](CN(CC)C(=O)c2ccccc2)[C@@H](c2ccccc2)[C@@H]1CO ?
LGR2 inh: -16; EWS-Fli inh: -6; Casp6 inh: 1; ARNT TACC3 PPI: 1; SIRT5 block: 3; PAX8 inh HTS: -3; DENV2 CPE: -9

How did Cc1ccc(-n2cnnn2)cc1Cl do in these assays?
LGR2 inh: 20; EWS-Fli inh: 10; Casp6 inh: -1; ARNT TACC3 PPI: -2; SIRT5 block: -1; PAX8 inh HTS: -108

Results for CC(C)(C)NC(=O)NC(=O)CN1CCCc2ccccc21 ?
LGR2 inh: -38; EWS-Fli inh: 4; Casp6 inh: 4; ARNT TACC3 PPI: 0; SIRT5 block: -3; PAX8 inh HTS: 28; DENV2 CPE: 2

Results for CC(=O)Nc1ccc(S(=O)(=O)NCCC(=O)N2CCCCC2)cc1 ?
LGR2 inh: 2; EWS-Fli inh: -7; Casp6 inh: -2; ARNT TACC3 PPI: 11; SIRT5 block: 0; PAX8 inh HTS: -1; DENV2 CPE: -7

How did C[C@@H]1CCCCO[C@@H](CN(C)C(=O)CCCN(C)C)[C@@H](C)CN([C@H](C)CO)C(=O)c2cc(NS(=O)(=O)c3ccc(F)cc3)ccc2O1 do in these assays?
LGR2 inh: -6; EWS-Fli inh: -4; Casp6 inh: 0; ARNT TACC3 PPI: -9; SIRT5 block: 4; PAX8 inh HTS: -18; DENV2 CPE: -13

Results for CC(C)c1ccc(NC(=O)C(c2ccccc2)N2CCOCC2)cc1 (stereo unspecified) ?
LGR2 inh: -88; EWS-Fli inh: -10; Casp6 inh: -4; ARNT TACC3 PPI: -1; PAX8 inh HTS: -54; DENV2 CPE: inconclusive

Results for C=C1CCC2[C@](C)(CO)[C@H](O)CC[C@@]2(C)[C@@H]1/C=C/C1=CCOC1=O (stereo partly specified) ?
LGR2 inh: 15; EWS-Fli inh: -9; Casp6 inh: 6; ARNT TACC3 PPI: 1; SIRT5 block: 0; DENV2 CPE: 8

Nothing new here: an excerpt of the list.
Results for Cc1cccc(NC(=O)CC23CC4CC(C2)CC(n2nnc(C)n2)(C4)C3)c1 ?
LGR2 inh: 3; EWS-Fli inh: -10; Casp6 inh: -3; ARNT TACC3 PPI: 0; SIRT5 block: -3; PAX8 inh HTS: 111*; DENV2 CPE: 3

Results for C[C@@H]1CCCCO[C@@H](CN(C)C(=O)Nc2ccc3c(c2)OCO3)[C@H](C)CN([C@@H](C)CO)C(=O)c2cc(NS(C)(=O)=O)ccc2O1 ?
EWS-Fli inh: -7; Casp6 inh: 2; ARNT TACC3 PPI: 8; SIRT5 block: -2; DENV2 CPE: 3

What do the screens show for `CC(C)(C)C(=O)CSc1ncnc2c1cnn2Cc1ccccc1`?
LGR2 inh: -18; EWS-Fli inh: -13; Casp6 inh: -1; ARNT TACC3 PPI: -2; SIRT5 block: 15*; PAX8 inh HTS: -1; DENV2 CPE: -2

Next part:
How did CSc1nc(SCc2ccccc2)[nH]c(=O)n1 do in these assays?
EWS-Fli inh: 0; Casp6 inh: -1; SIRT5 block: 0; PAX8 inh HTS: -8; DENV2 CPE: 0

How did CS(=O)(=O)N1CCN(C(=O)Cc2ccc([N+](=O)[O-])cc2)CC1 do in these assays?
LGR2 inh: -5; EWS-Fli inh: -1; Casp6 inh: -5; ARNT TACC3 PPI: -5; SIRT5 block: -2; DENV2 CPE: 14

How did COc1ccc(C(=O)N2CCCC(CCC(=O)NCc3ccccc3F)C2)c(OC)n1 (stereo unspecified) do in these assays?
LGR2 inh: 22; Casp6 inh: 2; ARNT TACC3 PPI: 4; SIRT5 block: -5; PAX8 inh HTS: -18; DENV2 CPE: 0

How did CC1CCCN(CCCOc2ccc([N+](=O)[O-])cc2)C1 (stereo unspecified) do in these assays?
LGR2 inh: -4; EWS-Fli inh: -5; Casp6 inh: -8; ARNT TACC3 PPI: 4; SIRT5 block: -1; PAX8 inh HTS: 7; DENV2 CPE: 2

How did Cc1noc(C)c1S(=O)(=O)N(C)C[C@H]1Oc2ccc(NC(=O)Cc3cn(C)c4ccccc34)cc2CC(=O)N([C@@H](C)CO)C[C@@H]1C do in these assays?
LGR2 inh: -6; EWS-Fli inh: 6; Casp6 inh: 1; ARNT TACC3 PPI: -3; SIRT5 block: 5; DENV2 CPE: -8

What do the screens show for `CCC(=O)N1CCCCN2[C@H](C1)[C@H](c1ccc(-c3cccc(C#N)c3)cc1)[C@@H]2CO`?
LGR2 inh: 16; EWS-Fli inh: -6; Casp6 inh: 0; ARNT TACC3 PPI: 1; SIRT5 block: 2; PAX8 inh HTS: -10; DENV2 CPE: 1

What do the screens show for `C[C@H](CO)N1C[C@H](C)[C@@H](CN(C)C(=O)Nc2ccc(F)cc2)Oc2c(NC(=O)C3CCOCC3)cccc2C1=O`?
LGR2 inh: -15; EWS-Fli inh: 4; Casp6 inh: 2; ARNT TACC3 PPI: -3; SIRT5 block: -4; PAX8 inh HTS: -2; DENV2 CPE: -11

How did COc1ccc(S(=O)(=O)N2CCOCC2)cc1NC(=O)CSc1nnc2c(n1)[nH]c1ccccc12 do in these assays?
LGR2 inh: -8; EWS-Fli inh: 13; Casp6 inh: -3; ARNT TACC3 PPI: 1; SIRT5 block: -2; PAX8 inh HTS: 26; DENV2 CPE: 8

What do the screens show for `COc1ccccc1CNC(=O)c1cc(-c2cc(Cl)ccc2C)n[nH]1`?
LGR2 inh: 0; EWS-Fli inh: 6; Casp6 inh: 1; SIRT5 block: 1; PAX8 inh HTS: 26; DENV2 CPE: inconclusive

How did COc1ccc(NC(=O)Nc2ccc3c(c2)C(=O)N([C@H](C)CO)C[C@H](C)[C@@H](CN(C)C(=O)Nc2ccc4c(c2)OCO4)OCCCC[C@H](C)O3)cc1 do in these assays?
LGR2 inh: -1; EWS-Fli inh: -1; Casp6 inh: 0; ARNT TACC3 PPI: 2; SIRT5 block: 1; PAX8 inh HTS: -6; DENV2 CPE: -11

What do the screens show for `CCC(CC)COC(=O)C1=C(C)NC(=O)NC1c1ccccc1Br` (stereo unspecified)?
LGR2 inh: -1; EWS-Fli inh: 1; Casp6 inh: -1; ARNT TACC3 PPI: -1; SIRT5 block: -2; PAX8 inh HTS: -34; DENV2 CPE: -3

Results for CC(C)CCn1c(=O)c2ccccc2n2c(CCC(=O)NCC3CCCO3)nnc12 (stereo unspecified) ?
LGR2 inh: 8; EWS-Fli inh: -2; Casp6 inh: 38*; ARNT TACC3 PPI: 9; SIRT5 block: 11; PAX8 inh HTS: 18; DENV2 CPE: 4

How did O=C(NCC(F)(F)F)[C@H]1[C@H](CO)[C@H]2Cn3c(cccc3=O)[C@@H]1N2CCC(F)(F)F do in these assays?
LGR2 inh: -8; EWS-Fli inh: -21; Casp6 inh: 3; SIRT5 block: 7; DENV2 CPE: -3

Results for Cc1cc(=O)oc2cc(OCC(=O)Nc3nnc(C4CC4)s3)ccc12 ?
LGR2 inh: -16; EWS-Fli inh: -3; Casp6 inh: 3; ARNT TACC3 PPI: -1; SIRT5 block: -6; PAX8 inh HTS: -5; DENV2 CPE: 8

Results for N#Cc1ccsc1NC(=O)c1cccc([N+](=O)[O-])c1 ?
LGR2 inh: 5; EWS-Fli inh: -19; Casp6 inh: 7; ARNT TACC3 PPI: 2; SIRT5 block: 1; PAX8 inh HTS: 17

Results for Cc1ccc(NC(=O)CSc2ncn(-c3ccccc3)n2)cc1C ?
LGR2 inh: 0; Casp6 inh: 3; ARNT TACC3 PPI: -1; SIRT5 block: -4

How did COc1ccc(-c2csc(NC(=O)CSc3ncn[nH]3)n2)cc1OC do in these assays?
LGR2 inh: -20; EWS-Fli inh: -6; Casp6 inh: 5; ARNT TACC3 PPI: 1; SIRT5 block: -1; PAX8 inh HTS: -22; DENV2 CPE: -8

How did CCOCCCn1c(=S)[nH]c2cc(C(=O)N3CCN(c4ccccc4)CC3)ccc2c1=O do in these assays?
LGR2 inh: 4; Casp6 inh: 0; ARNT TACC3 PPI: 3; SIRT5 block: 2; PAX8 inh HTS: 6; DENV2 CPE: 1

How did CN(Cc1c(F)cccc1Cl)C(=O)c1ccc(NC(=O)CC2SC(N3CCCC3)=NC2=O)cc1 (stereo unspecified) do in these assays?
LGR2 inh: -11; EWS-Fli inh: 3; Casp6 inh: 1; ARNT TACC3 PPI: 3; SIRT5 block: 4; PAX8 inh HTS: 14; DENV2 CPE: -1

How did Cc1noc(C)c1S(=O)(=O)N(C)C[C@@H]1Oc2ccc(NC(=O)Nc3ccccc3)cc2CC(=O)N([C@H](C)CO)C[C@@H]1C do in these assays?
LGR2 inh: 11; EWS-Fli inh: 8; PAX8 inh HTS: -14

What do the screens show for `CCOC(=O)N1CCN(C(=O)/C(=C/c2ccc(OC)c(OC)c2)NC(=O)c2ccccc2)CC1`?
LGR2 inh: -10; EWS-Fli inh: 1; Casp6 inh: 4; ARNT TACC3 PPI: -4; SIRT5 block: 2; PAX8 inh HTS: 12; DENV2 CPE: -3

How did Cc1noc(C)c1S(=O)(=O)N(C)C[C@@H]1Oc2c(NC(=O)c3nc4ccccc4s3)cccc2C(=O)N([C@H](C)CO)C[C@@H]1C do in these assays?
LGR2 inh: -1; EWS-Fli inh: -8; Casp6 inh: 2; ARNT TACC3 PPI: 9; SIRT5 block: 2; DENV2 CPE: -8

How did COc1cccc(NC(=O)N2[C@@H]3CNC[C@H]2C3c2ccc(-c3cccnc3)cc2)c1 (stereo partly specified) do in these assays?
LGR2 inh: -12&5; EWS-Fli inh: -1; Casp6 inh: 0&1; SIRT5 block: -2&2; DENV2 CPE: 22*!

What do the screens show for `CCOC(=O)[C@]12CCC=C1N(Cc1ccc3c(c1)OCO3)C(=O)[C@H](CC(=O)N1CCCCC1)C2`?
LGR2 inh: -15; EWS-Fli inh: 1; Casp6 inh: -1; SIRT5 block: 0; PAX8 inh HTS: -4; DENV2 CPE: -1

How did CCc1nn(CC(=O)NCCCN2CCOCC2)c(=O)c2cc3c(OC)cccc3n12 do in these assays?
LGR2 inh: 2; Casp6 inh: 2; ARNT TACC3 PPI: -2; SIRT5 block: -16; PAX8 inh HTS: -6; DENV2 CPE: -3

Results for COc1ccc(C(O)C(CC(=O)NCCCOC(C)C)C(=O)NCCCOC(C)C)cc1OC (stereo unspecified) ?
EWS-Fli inh: -3; Casp6 inh: 1; ARNT TACC3 PPI: -18; SIRT5 block: -3; PAX8 inh HTS: 5; DENV2 CPE: 3

Results for COCCCn1c(=O)c2sccc2n2c(CCCC(=O)NCc3ccc(OC)cc3)nnc12 ?
LGR2 inh: 5; EWS-Fli inh: 1; Casp6 inh: 2; ARNT TACC3 PPI: -4; SIRT5 block: 0; PAX8 inh HTS: -15; DENV2 CPE: 18

Results for Cc1cc(=O)n2c(n1)OC(CO)C2 (stereo unspecified) ?
LGR2 inh: 1; EWS-Fli inh: 9; Casp6 inh: 0; ARNT TACC3 PPI: -26; SIRT5 block: 1; DENV2 CPE: 4
